GPR151 activ – human GPR151 activation | PathHunter beta-arrestin GPR151 cells, luminescence | activation, % at 11.2 µM | 650,000 tested, 1% active | AID 1508602; in the data active = activation above about 4.9%;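 also: 0% = median of compound wells and 100% = cells with positive control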
Target sequence (Q8TDV0 whole entry, looked up): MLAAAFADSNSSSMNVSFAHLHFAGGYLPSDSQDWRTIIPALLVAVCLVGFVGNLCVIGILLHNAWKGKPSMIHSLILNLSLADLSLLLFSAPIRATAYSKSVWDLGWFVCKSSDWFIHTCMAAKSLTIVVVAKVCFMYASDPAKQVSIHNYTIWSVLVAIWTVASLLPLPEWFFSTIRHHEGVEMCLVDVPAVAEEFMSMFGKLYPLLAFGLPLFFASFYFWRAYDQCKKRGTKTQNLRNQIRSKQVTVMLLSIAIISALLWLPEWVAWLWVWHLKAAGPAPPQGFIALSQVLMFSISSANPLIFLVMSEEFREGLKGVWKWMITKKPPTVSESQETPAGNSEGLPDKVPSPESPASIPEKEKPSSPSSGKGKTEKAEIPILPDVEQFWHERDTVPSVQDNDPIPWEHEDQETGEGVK
FBW7 activator – activators of human E3 ligase FBW7; Q969H0; AlphaScreen FBW7–phospho-cyclin E peptide binding, activator screen; normalized activity (activation), % at 26.1 µM; 650,000 tested, 0.13% active; in the data active = normalized activity above about 1.9%;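 also: purified mutant Fbw7 with reduced substrate affinity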
MITF inh – inhibitors of human MITF | AID 1259374 | O75030 | AlphaScreen MITF homodimerization, bead proximity signal | 650,000 tested, 0.91% active | inhibition, % at 2.6 µM; in the data active = inhibition above about 50%;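 also: 0% = vehicle wells with protein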
Target sequence (O75030 whole entry, looked up): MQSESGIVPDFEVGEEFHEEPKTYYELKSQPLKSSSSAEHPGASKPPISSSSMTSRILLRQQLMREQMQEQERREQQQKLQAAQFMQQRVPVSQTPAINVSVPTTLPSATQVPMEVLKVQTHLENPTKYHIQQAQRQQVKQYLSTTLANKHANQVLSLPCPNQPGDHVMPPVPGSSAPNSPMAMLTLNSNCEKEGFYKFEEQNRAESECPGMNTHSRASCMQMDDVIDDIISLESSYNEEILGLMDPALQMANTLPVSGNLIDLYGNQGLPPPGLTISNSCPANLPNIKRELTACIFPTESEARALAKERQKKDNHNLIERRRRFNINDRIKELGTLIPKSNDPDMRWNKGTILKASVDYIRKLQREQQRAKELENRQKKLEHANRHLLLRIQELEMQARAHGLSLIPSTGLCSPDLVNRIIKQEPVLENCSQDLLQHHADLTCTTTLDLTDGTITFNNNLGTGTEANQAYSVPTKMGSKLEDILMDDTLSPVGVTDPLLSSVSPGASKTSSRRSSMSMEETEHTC
TEAD-YAP block – TEAD-YAP interaction inhibition; HEK-TIYL cells, TEAD-Gal4/YAP UAS-luciferase luminescence; AID 1259422; 640,000 tested, 1.4% active; inhibition, % at 9.12 µM; in the data active = inhibition above about 32%;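 also: 0% = median of test compound wells and 100% = reference inhibitor wells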
* marks the source's active call; other numbers are inactive results. Hits appear at their usual frequency; overall some 3.4% were active at least once.

SMILES | GPR151 activ | FBW7 activator | MITF inh | TEAD-YAP block
COc1ccc(NC(=O)C2CC23CCN(C(=O)C(C)(C)C)CC3)cc1Cl (centres undefined) | -0.6 | 0.0 | 2.7 | -0.2
Cc1cccc(N2CC(c3nc4ccccc4n3CC(=O)N3CCCCCC3)CC2=O)c1 (centres undefined) | -2.0 | 0.2 | 4.7 | 7.0
CCOC(=O)N1CCN(Cc2nnc(-c3cccc(Cl)c3)o2)CC1 | -0.7 | 0.0 | 17.9 | 4.4
Nc1ccc2nc(SCC(=O)Nc3ccccc3C(F)(F)F)sc2c1 | -1.5 | 0.7 | 9.6 | -4.9
CC(=O)n1cc(/C=C2\N=C(c3cccc4ccccc34)OC2=O)c2cc(Br)ccc21 | 0.5 | -0.1 | -2.3 | 16.1
COc1ccc(/C=C/c2nc3ccccc3c(=O)n2Cc2ccccc2)cc1 | 0.1 | 0.3 | 10.0 | 4.9
CCC(Sc1nc(-c2cccs2)nc2c1c(=O)n(C)c(=O)n2C)C(=O)OC (centres undefined) | -0.5 | -0.1 | 7.2 | -5.0
NS(=O)(=O)c1ccc(CCNc2ncnc3sc(-c4ccccc4)cc23)cc1 | -2.0 | 0.0 | 0.6 | 42.1*
CCC(=O)Nc1ccc(S(=O)(=O)Nc2cc(OC)nc(OC)n2)cc1 | 1.2 | -0.1 | -3.6 | 4.8
O=C(NC1CC1)C1CCCN1C(=O)NC1CCCCC1 (centres undefined) | 0.1 | 0.0 | 0.8 | 2.9
Cc1ccccc1-n1c(=S)sc2c(=O)n(-c3ccc(F)cc3)c(SCC(=O)Nc3ccc(N(C)C)cc3)nc21 | -0.2 | -0.1 | -8.0 | -0.4
CCC1CN(CCNC(=O)c2cn(C)c3ccccc3c2=O)Cc2cc(OC)ccc2O1 (centres undefined) | -0.5 | -0.1 | -2.2 | -2.7
CCOc1ccc(NC(=O)CSc2cn(Cc3ccccc3Cl)c3ccccc23)cc1 | 0.5 | -0.1 | 11.2 | -4.6
Cc1ccc(C(=O)OCC(N)=O)c(O)c1 | 0.4 | 0.1 | 5.5 | 3.0
Cc1ccc(NC(=O)COc2cccc(C=O)c2)cc1C | 3.8 | 0.1 | -0.8 | -66.7
Cn1c(=O)[nH]c(=O)c2c1nc(N/N=C\c1ccncc1)n2CC(O)CO (centres undefined) | -1.4 | 0.0 | -1.8 | -3.1
CCOc1ccc(S(=O)(=O)NCCC(=O)OC(C)C(=O)N2CCc3ccccc32)cc1 (centres undefined) | -0.8 | 0.3 | 14.1 | 9.6
COC(=O)c1ccc(NC(NC(=O)c2ccco2)C(=O)c2ccc(C)cc2)cc1 (centres undefined) | -1.9 | 0.0 | 16.7 | 0.9
CC(C)(C)c1ccc(C2=N/C(=C\c3cccc(Br)c3)C(=O)O2)cc1 | -0.8 | 0.2 | 17.3 | -1.6
CCc1ccc(/C=N/NC(=O)c2nnn(-c3nonc3N)c2C)cc1 | 1.0 | 0.3 | -3.0 | -3.6
CC(=O)Nc1ccc(S(=O)(=O)Nc2ccccc2NS(=O)(=O)c2ccc(NC(C)=O)cc2)cc1 | -0.3 | 0.1 | -0.5 | 1.6
CS(=O)(=O)N(Cc1ccco1)CC(O)Cn1c2ccccc2c2ccccc21 (centres undefined) | -0.5 | -0.1 | -8.1 | 0.4
Cc1cccc(NC(=O)C2C3C=CC4(O3)C2C(=O)N(Cc2ccc(Cl)cc2)C4C(=O)NC2CCCC(C)C2C)c1 (centres undefined) | -1.2 | 0.2 | 5.2 | -2.4
OCC1CCCN1c1nc(Nc2ccc(N3CCOCC3)cc2)c2ncn(-c3ccsc3)c2n1 (centres undefined) | -0.7 | -0.4 | 0.6 | 19.5
COc1cccc(/C=C(\C#N)c2nn(CCO)c(N)c2C#N)c1 | 0.2 | 0.3 | 10.8 | -12.7

New compounds follow.
SMILES | GPR151 activ | FBW7 activator | MITF inh | TEAD-YAP block
COc1ccc(-c2cc(=O)c3ccc(NC(C)=O)cc3o2)cc1 | 2.1 | -0.2 | 4.9 | -16.1
O=C(COC(=O)c1ccc2c(c1)C(=O)N(Cc1ccco1)C2=O)Nc1ccc2c(c1)CCC2 | 0.0 | 0.0 | 6.3 | -1.9
Cc1c(C(=O)Nc2ccc(F)cc2F)sc2ncnc(N3CCN(c4ccccc4F)CC3)c12 | 1.7 | 1.7 | 18.3 | -12.0
Cc1ccc(NC(=O)CC2(C)NN=C(c3cccc4ccccc34)S2)c(C)c1 (centres undefined) | -0.6 | 0.2 | 8.2 | -20.0
Cc1cnc(C(=O)OCC(=O)Nc2ccc(OC(F)(F)F)cc2)cn1 | -0.8 | -0.1 | 5.1 | 1.9
COc1ccc(CCNc2ncnc3nc(NCCCN4CCCC4=O)[nH]c23)cc1 | -1.3 | -0.1 | -2.9 | 9.7
Cc1cc(NC(=O)c2ccc([N+](=O)[O-])c(C)c2)ccc1-c1cc2ccccc2oc1=O | -1.5 | 0.1 | 0.0 | -4.0
COC(=O)c1cccc(C(=O)N2CCCC(N3CCN(c4ccccc4OC)CC3)C2)c1 (centres undefined) | 0.8 | 0.0 | 0.7 | -1.1
Cc1nc2ccc(-n3ccc(=O)cc3)cc2s1 | 0.1 | -0.1 | 6.5 | -1.6
CC1(C)CC(=O)C2=C(C1)OC(N)=C(C#N)C21CCN(C(=O)OCc2ccccc2)CC1 | 0.5 | -0.1 | 0.1 | -2.9
O=C(Nc1nccs1)c1cc2cc(Br)cc(Br)c2oc1=O | 0.2 | -0.1 | -10.5 | -7.0
Cc1ccc(C23OC(=O)C(C)(C)C2OC(=O)C3(C)C)cc1 (centres undefined) | 0.0 | -0.1 | 9.1 | 4.3
COc1ccc(C2C(C(=O)Nc3ccc4c(c3)OCCO4)CCC(=O)N2c2ccc(OC)cc2)cc1 (centres undefined) | -1.4 | 0.2 | 9.7 | -8.3
C=CCNC(=O)c1c[nH]c2ccc(S(=O)(=O)N(C)c3ccc(F)cc3)cc2c1=O | 0.2 | -0.5 | 4.3 | -4.2
CCn1c2ccccc2c2cc(C3C(C#N)=C(C)NC(C)=C3C#N)ccc21 | -0.5 | -0.1 | -0.9 | -2.2
Nc1ccccc1Nc1c(N)c(=O)oc2ccccc12 | 0.8 | 0.0 | -1.1 | -23.8
CCCN(CCC)S(=O)(=O)c1ccc(C(=O)Nc2sc3c(c2C(=O)OCC)CCCC3)cc1 | 0.1 | 0.1 | 1.0 | 2.9
CCn1c(SCC(=O)OC)nc2c1c(=O)n(C)c(=O)n2C | 0.0 | 0.1 | 10.7 | 14.2
Cc1ccc(NC(=O)c2cc([N+](=O)[O-])ccc2NCC2CCCO2)cc1 (centres undefined) | 0.1 | -0.1 | 19.8 | -15.0
NC(=O)C1CCN(C(=O)/C=C/c2cccc(Br)c2)CC1 | 0.6 | 0.1 | 1.1 | 3.7
COc1ccccc1CNS(=O)(=O)c1ccc(F)c(C(=O)Nc2ccc(F)c(F)c2)c1 | 1.0 | -0.1 | -6.3 | -3.1
CC(C)(C)OC(=O)C(Cl)(C(=O)OC(C)(C)C)c1ccc2nnnn2n1 | -1.1 | 0.1 | -3.4 | -17.1
COc1ccc(Cl)cc1Nc1nc(-c2ccccc2Cl)nc2ccccc12 | -0.4 | 0.8 | 4.6 | 5.5
O=C(NCc1ccccc1)c1cccc(Nc2ccccn2)c1 | 0.6 | 0.1 | 3.4 | -4.2
Cc1nn(S(=O)(=O)c2ccccc2)c(C)c1Cl | 4.1 | 0.0 | 19.6 | -5.1

Next part.
SMILES | GPR151 activ | FBW7 activator | MITF inh | TEAD-YAP block
Cc1cccc(NC(=O)c2ncn[nH]2)c1C | -0.6 | -0.4 | -3.5 | 10.1
COCC(C)NC(=O)c1cc(OC)c(OC)cc1[N+](=O)[O-] (centres undefined) | -0.4 | 0.3 | 19.1 | 6.5
O=C(Nc1ccc(Cl)cc1C(F)(F)F)C1CC(=O)N(c2ccccc2)C1 (centres undefined) | -0.9 | -0.1 | 4.0 | 6.9
O=C(c1cc(-c2ccccn2)nc2ccccc12)N1CCC2(CC1)OCCO2 | 0.6 | 0.0 | -7.8 | 0.5
N#Cc1ccccc1NC(=O)N1CCC(Oc2cccc(-c3cccnc3)c2)CC1 | -0.9 | 0.0 | 5.8 | -0.9
CC1CN(CCNC(=O)C(C)c2n[nH]c(=O)c3ccccc23)Cc2ccccc2O1 (centres undefined) | 0.9 | 0.0 | -3.7 | -2.2
COc1ccc(NC(=O)Cc2ccc(-c3ccccc3)cc2)cn1 | -0.1 | -0.1 | 2.8 | 18.6
CCCCOc1ccc(C(=O)NCCc2csc(-c3cccnc3)n2)cc1 | -0.5 | 0.1 | 15.7 | 1.1
COc1ccc(OC)c(S(=O)(=O)NC(N)=NCCc2ccccc2)c1 | -1.8 | 0.1 | 15.2 | 4.5
O=C(NCCO)c1cccc(-c2ccc3c(-c4ccc5c(c4)OCO5)[nH]nc3n2)c1 | -1.1 | 1.4 | 4.8 | -20.4
CCOC(=O)N1CCC(NC(=O)c2cnn3c(C(F)(F)F)cc(-c4ccccc4)nc23)CC1 | 0.2 | -0.1 | 4.4 | 13.0
Cc1cc(C(=O)NCc2ccccc2F)c2ccccc2n1 | 0.7 | -0.1 | 2.2 | -6.7
O=C(CSc1nnc(NC(=O)Oc2ccccc2)s1)NC1=NCCS1 | -0.4 | -0.1 | 4.8 | 22.0
COc1ccc(OC(=O)c2cc(S(=O)(=O)N3CCCCC3)ccc2Cl)cc1 | 0.0 | 0.6 | 9.2 | 9.3
O=C(COC(=O)c1ccccc1N1C(=O)C2C3C=CC(C3)C2C1=O)c1cccc([N+](=O)[O-])c1 (centres undefined) | 0.6 | -0.4 | -12.7 | 0.6
C=CCN(c1ccccc1)S(=O)(=O)c1ccc2[nH]cc(C(=O)N3CCCC3)c(=O)c2c1 | 0.8 | -0.4 | 9.7 | 10.6
CC1CCCCN1C(=O)c1nn2c(C(F)(F)F)cc(-c3ccccc3)nc2c1Cl (centres undefined) | 0.7 | -0.1 | 4.3 | -1.3
COc1cc(OC)c(N(C)C(=O)c2cn(C)c(=O)c3cc(OC)c(OC)cc23)cc1Cl | 0.2 | 0.0 | 14.6 | 4.7
Cc1nc2c(c(=O)[nH]1)CCN(C(=O)CCn1cnc3ccccc31)C2 | -0.5 | 0.3 | 14.0 | 2.2
CC(=O)NCc1ccc(S(N)(=O)=O)cc1 | 1.5 | 0.3 | 6.8 | 1.3
O=C(Nc1ccc(Cl)cc1F)c1ccc(Br)o1 | -0.3 | 0.0 | -2.9 | -34.1
COc1cccc(N2CCN(CC(=O)c3ccc(C)cc3)CC2)c1 | 0.1 | 0.1 | -5.8 | -1.4
c1ccc(Nc2nc(N3CCN(c4ccccn4)CC3)nc3c2ncn3C2CCCCC2)cc1 | 3.1 | 0.2 | 11.4 | 9.1
O=C1OC(/C=C/c2ccc(Cl)cc2Cl)=NC/1=C\c1cccc(F)c1 | -0.5 | 0.0 | -13.5 | -16.1
CC(=O)Nc1nnc(SCC(=O)Nc2ccc(C)cc2C)s1 | -1.2 | 0.5 | 12.8 | 13.3

Reprinted from the entries so far for reference:
SMILES | GPR151 activ | FBW7 activator | MITF inh | TEAD-YAP block
Cc1cccc(NC(=O)c2ncn[nH]2)c1C | -0.6 | -0.4 | -3.5 | 10.1
COCC(C)NC(=O)c1cc(OC)c(OC)cc1[N+](=O)[O-] (centres undefined) | -0.4 | 0.3 | 19.1 | 6.5
O=C(Nc1ccc(Cl)cc1C(F)(F)F)C1CC(=O)N(c2ccccc2)C1 (centres undefined) | -0.9 | -0.1 | 4.0 | 6.9
O=C(c1cc(-c2ccccn2)nc2ccccc12)N1CCC2(CC1)OCCO2 | 0.6 | 0.0 | -7.8 | 0.5
N#Cc1ccccc1NC(=O)N1CCC(Oc2cccc(-c3cccnc3)c2)CC1 | -0.9 | 0.0 | 5.8 | -0.9
CC1CN(CCNC(=O)C(C)c2n[nH]c(=O)c3ccccc23)Cc2ccccc2O1 (centres undefined) | 0.9 | 0.0 | -3.7 | -2.2
COc1ccc(NC(=O)Cc2ccc(-c3ccccc3)cc2)cn1 | -0.1 | -0.1 | 2.8 | 18.6
CCCCOc1ccc(C(=O)NCCc2csc(-c3cccnc3)n2)cc1 | -0.5 | 0.1 | 15.7 | 1.1
COc1ccc(OC)c(S(=O)(=O)NC(N)=NCCc2ccccc2)c1 | -1.8 | 0.1 | 15.2 | 4.5
O=C(NCCO)c1cccc(-c2ccc3c(-c4ccc5c(c4)OCO5)[nH]nc3n2)c1 | -1.1 | 1.4 | 4.8 | -20.4
CCOC(=O)N1CCC(NC(=O)c2cnn3c(C(F)(F)F)cc(-c4ccccc4)nc23)CC1 | 0.2 | -0.1 | 4.4 | 13.0

The list goes on:
SMILES | GPR151 activ | FBW7 activator | MITF inh | TEAD-YAP block
CCC12CN3CC(CC)(CN(C1)C3c1ccc(C)cc1)C2=O (centres undefined) | 1.8 | 0.0 | 4.5 | 11.0
O=C1COc2ccc(-c3csc(=Nc4ccccc4)n3CCCn3ccnc3)cc2N1 | -4.2 | -0.4 | 20.2 | 1.1
Cc1cccc2cc(CN(Cc3ccccc3)C(=O)C(F)(F)F)c3nnnn3c12 | 0.7 | 0.0 | 0.9 | -2.1
O=C(Nc1ccccc1Cl)c1ccc(F)c(S(=O)(=O)NCc2ccco2)c1 | -2.4 | 0.2 | 8.1 | 8.6
COc1ccc(/C=N/NC(=O)C2C3CCCCC32)cc1 (centres undefined) | 0.0 | -0.1 | -7.4 | -6.5
O=C1N(Cc2ccc(C(F)(F)F)nc2)c2ccccc2OC1(F)F | -0.9 | 0.1 | -21.0 | 2.1
Cc1c(NC(=O)CC2CC(C)OC2=O)c(=O)n(-c2ccccc2)n1C (centres undefined) | 3.7 | 0.0 | -6.8 | -5.8
CCCCC(CC)CNC(=O)CN1C(=O)c2ccccc2C1=O (centres undefined) | 0.9 | -0.1 | -0.3 | -0.2

Bioassay records deposited in PubChem by The Scripps Research Institute Molecular Screening Center.
